TcdB GH inh = inhibitors of Clostridioides difficile toxin B glycohydrolase; TcdB glycohydrolase enzymatic assay, plate reader; inhibition, % at 9.99 µM; P18177; actives 0.24% (n = 350,000); in the data active = inhibition above about 10%
* marks the source's active call; other numbers are inactive results; & = joins results of further samples. Not all compounds are listed. The share of hits here may be higher or lower than overall.

SMILES	TcdB GH inh
C[C@@H]1CN([C@@H](C)CO)C(=O)c2cc(NC(=O)NC3CCCCC3)ccc2O[C@@H](C)CCCCO[C@H]1CN(C)Cc1ccncc1	-1.4
CO[C@H]1CC[C@@H]2CCN(C)C(=O)[C@H](C)[C@H](OC)CN(C)C(=O)c3cccc(C#N)c3OC[C@H]1O2	-0.4
CCCN(C)C[C@H]1Oc2ncc(-c3ccccc3)cc2C(=O)N([C@@H](C)CO)C[C@@H]1C	-8.0
C[C@@H]1CCCCO[C@@H](CN(C)C(=O)Nc2ccc(F)cc2)[C@H](C)CN([C@H](C)CO)C(=O)c2cc(NC(=O)CCC(F)(F)F)ccc2O1	1.5
CCCC#Cc1ccc([C@H]2[C@H](CO)N3CCCCN(S(=O)(=O)Cc4ccccc4)C[C@@H]23)cc1	-0.4
COC(=O)C[C@@H]1CC[C@H]2[C@H](COc3ccc(NC(=O)c4ccc(F)cc4)cc3C(=O)N2C)O1	0.6
O=C(C[C@@H]1C[C@@H]2c3cc(NC(=O)C4CCC4)ccc3O[C@@H]2[C@@H](CO)O1)NCCc1ccccc1	-1.8
C=C1CC(/C=C/c2cc(OC)c(OC)c(OC)c2)OC1=O (stereo not drawn)	0.5
CCS(=O)(=O)Nc1ccc2c(c1)C(=O)N(C)[C@@H]1CC[C@@H](CC(=O)NCc3ccccc3F)O[C@@H]1CO2	-0.9
C[C@H]1CN([C@@H](C)CO)C(=O)Cc2cc(NC(=O)Nc3ccc(C(F)(F)F)cc3)ccc2O[C@H]1CN(C)CC1CCCCC1	-0.6
N#Cc1ccc(-c2ccc([C@H]3[C@H]4CNCC(=O)N4[C@H]3CO)cc2)cc1	0.6
C[C@@H]1CN([C@H](C)CO)C(=O)c2cccc(NC(=O)c3ccncc3)c2O[C@H]1CN(C)Cc1ccc(-c2ccccc2)cc1	-0.2
COc1ccc2c3c([nH]c2c1)[C@@H](CO)N(C(=O)c1ccccn1)CC31CN(C(=O)C2CC2)C1	-0.2
COc1ccc(-c2ccc([C@@H]3[C@H]4CN(C(=O)c5ccc6c(c5)OCO6)CCCCN4[C@H]3CO)cc2)cc1	-8.5
O=C(N[C@H]1CC[C@@H](CC(=O)N2CCCCC2)O[C@H]1CO)c1cccc(F)c1	-1.0
OC[C@@H]1[C@H](c2ccc(-c3ccc(F)cc3)cc2)[C@H]2CN(Cc3ccncc3)CCCCN12	0.2
O=C(Cc1ccncc1)NCC[C@H]1CC[C@H](NC(=O)C2CCCC2)[C@@H](CO)O1	-1.4
CCCNC(=O)N1C[C@@H](O)COC[C@H]2O[C@H](CC(=O)NCCCN3CCOCC3)CC[C@@H]21	-18
CO[C@@H]1CN(C)C(=O)c2ccc(NC(=O)CC(F)(F)F)cc2OC[C@H](C)N(C(C)=O)C[C@@H]1C	-0.6
COc1ccc(NC(=O)Nc2cccc3c2O[C@@H](CN(C)S(C)(=O)=O)[C@@H](C)CN([C@@H](C)CO)C3=O)cc1	-1.6
O=C(NCC[C@@H]1CC[C@@H](NC(=O)C2CC2)[C@@H](CO)O1)c1cnccn1	0.1
C[C@@H]1CN([C@H](C)CO)C(=O)c2cccc(NC(=O)CCCCCC(=O)Nc3ccccc3N)c2O[C@@H]1CN(C)Cc1ccc2c(c1)OCO2	-0.1
Cc1ccc(-c2cnc3c(c2)C(=O)N([C@@H](C)CO)C[C@@H](C)[C@H](CN(C)C(=O)c2ccccc2)O3)cc1	1.1
CNC[C@H]1Oc2cc(C#Cc3ccncc3)ccc2S(=O)(=O)N([C@@H](C)CO)C[C@H]1C	0.6
C/C=C/c1ccc([C@H]2[C@@H](CO)N(C(=O)Nc3ccccc3F)[C@H]2C#N)cc1	-3.5

The results go on.
SMILES	TcdB GH inh
CC(C)c1cn(CC[C@H]2CC[C@@H](NC(=O)C3CCCCC3)[C@H](CO)O2)nn1	-0.2
CC(C)CC#Cc1ccc([C@@H]2[C@H]3CN(C(=O)c4cccc(F)c4)CC(=O)N3[C@H]2CO)cc1	-2.5
CO[C@@H]1CN(C)C(=O)c2ccc(NC(=O)C3CCCC3)cc2OC[C@H](C)N(CC2CC2)C[C@@H]1C	-2.3
O=C(C1CCOCC1)N1CC(=O)N2[C@@H](CO)[C@H](c3ccc(C#CC4CCCCC4)cc3)[C@@H]2C1	-6.5
CCOC(=O)N(C)C[C@H]1OCc2ccccc2-c2ccccc2C(=O)N([C@H](C)CO)C[C@@H]1C	0.9
C[C@@H]1CN([C@H](C)CO)C(=O)Cc2cc(NC(=O)Cn3cnnn3)ccc2O[C@@H]1CN(C)S(=O)(=O)c1cccs1	1.7
COc1ccc(NC(=O)Nc2ccc3c(c2)C(=O)N([C@H](C)CO)C[C@H](C)[C@@H](CN(C)S(=O)(=O)c2ccc(Cl)cc2)OCCCC[C@H](C)O3)cc1	-0.9
C[C@H](CO)N1C[C@H](C)[C@H](CN(C)C(=O)Nc2ccc(C(F)(F)F)cc2)OCCCC[C@H](C)Oc2ccc(NC(=O)Nc3cccc4ccccc34)cc2C1=O	0.5
O=C(CC(F)(F)F)N1C[C@H]2[C@@H](c3ccccc31)[C@H](CO)N2C(=O)C1CCCCC1	1.1
CO[C@@H](CN(C)C(=O)Nc1ccc(C(F)(F)F)cc1)[C@@H](C)CN(Cc1ccccc1Cl)[C@@H](C)CO	2.7
CO[C@@H](CN(C)S(=O)(=O)c1ccc(F)cc1)[C@H](C)CN([C@@H](C)CO)S(=O)(=O)c1cccc(Cl)c1	1.2
O=C(C[C@H]1CC[C@H](NC(=O)CC2CC2)[C@@H](CO)O1)NCc1ccc(Cl)cc1	0.7
COc1ccc(NC(=O)Nc2cccc3c2O[C@@H](CN(C)CC2CCCCC2)[C@H](C)CN([C@H](C)CO)C3=O)cc1	-1.1
O=C(N[C@H]1CC[C@H](CCNC(=O)C2CCCCC2)O[C@@H]1CO)c1ccncc1	0.6
O=C(C[C@@H]1C=C[C@@H](NC(=O)Cc2ccccn2)[C@@H](CO)O1)NCCc1ccccc1	0.7
COc1ccc(CN(C)C[C@@H]2Oc3ccc(NC(=O)Nc4c(C)noc4C)cc3C(=O)N([C@H](C)CO)C[C@H]2C)cc1	-1.1
COc1ccc(S(=O)(=O)N(C)C[C@@H]2OCCCC[C@@H](C)Oc3ccc(NC(=O)Nc4ccc5c(c4)OCO5)cc3C(=O)N([C@@H](C)CO)C[C@H]2C)cc1	-0.1
Cc1noc(C)c1NC(=O)N(C)C[C@H]1OCCCC[C@H](C)Oc2ccc(NC(=O)c3ccccc3)cc2C(=O)N([C@H](C)CO)C[C@@H]1C	-0.3
COc1ccc(-c2ccc([C@@H]3[C@@H](CO)N4C(=O)CN(C(=O)c5ccc6c(c5)OCO6)C[C@H]34)cc2)cc1	1.9
O=S(=O)(N[C@H]1CC[C@@H](CCNS(=O)(=O)c2ccccc2Cl)O[C@H]1CO)c1ccccc1	-0.7
O=C(NC1CCCCC1)N[C@H]1CC[C@@H](CCNS(=O)(=O)c2ccc(F)cc2)O[C@H]1CO	-0.5
Cc1noc(C)c1NC(=O)NCC[C@@H]1CC[C@@H](NC(=O)c2ccncc2)[C@@H](CO)O1	0.1
C[C@H]1CN([C@@H](C)CO)S(=O)(=O)c2ccc(C#Cc3ccncc3)cc2O[C@H]1CN(C)S(=O)(=O)c1ccc(F)cc1	0.0
N#C[C@@H]1[C@@H](c2ccccc2C2=CCCCC2)[C@H](CO)N1C(=O)CN1CCOCC1	0.9
COc1ccc(COCC23N=C4SCCCN4[C@H](c4ccccc4O2)[C@H]3COC(=O)c2ccccc2)cc1	0.4

(further entries)
SMILES	TcdB GH inh
O=C(Nc1cccc(Cl)c1)N[C@@H]1CC[C@@H](CCNC(=O)C2CCC2)O[C@H]1CO	-1.7
C[C@H]1CN([C@@H](C)CO)C(=O)c2cc(NC(=O)Cc3ccccc3)ccc2O[C@H]1CN(C)CC1CCCCC1	-0.3
C[C@@H]1CN([C@H](C)CO)C(=O)c2cccc(NC(=O)Nc3cccc4ccccc34)c2O[C@@H]1CN(C)C(=O)Nc1ccc2c(c1)OCO2	-1.6
C[C@H](CO)N1C[C@H](C)[C@H](CN(C)Cc2ccc(C(F)(F)F)cc2)Oc2c(NC(=O)Nc3ccccc3)cccc2C1=O	1.2
C[C@@H]1CN([C@@H](C)CO)C(=O)c2cc(C3=CCCCC3)cnc2O[C@H]1CN(C)Cc1ccc(C(=O)O)cc1	0.0
C[C@@H]1CN([C@H](C)CO)C(=O)Cc2cc(NC(=O)NC3CCCCC3)ccc2O[C@H]1CN(C)S(C)(=O)=O	0.2&0.1
C[C@@H]1CN([C@H](C)CO)C(=O)Cc2cc(NC(=O)CCCCCC(=O)Nc3ccccc3N)ccc2O[C@@H]1CN(C)C(=O)NC1CCCCC1	0.3
CN1C(=O)c2cc(NC(=O)c3cccc(F)c3)ccc2OC[C@H]2O[C@@H](CC(=O)NCC3CCCCC3)CC[C@H]21	6.6
Cc1ccc(S(=O)(=O)Nc2ccc3c(c2)C(=O)N([C@@H](C)CO)C[C@H](C)[C@H](CN(C)S(=O)(=O)c2cccs2)OCCCC[C@@H](C)O3)cc1	0.4
O=C1CC[C@@H]2c3[nH]c4ccc(Br)cc4c3CCN12	0.5
C[C@H](CO)N1C[C@H](C)[C@H](CN(C)Cc2ccc(Oc3ccccc3)cc2)Oc2ccc(NC(=O)Cc3cn(C)c4ccccc34)cc2C1=O	0.9
CO[C@H]1CC[C@@H]2CCN(C)C(=O)[C@@H](C)[C@H](OC)CN(C)C(=O)c3cccc(C#N)c3OC[C@@H]1O2	-0.2
CC(=O)N1[C@H](C(=O)N(C)C)[C@@H](CO)[C@@H]2Cn3c(ccc(-c4ccccc4F)c3=O)[C@@H]21	-0.9
O=C(c1ccncc1)N1CC(=O)N2[C@H](C1)[C@@H](c1ccc(-c3ccccc3)cc1)[C@@H]2CO	-0.9
Cc1ccc(S(=O)(=O)Nc2ccc3c(c2)C(=O)N([C@H](C)CO)C[C@@H](C)[C@H](CN(C)Cc2ccc4c(c2)OCO4)O3)cc1	0.5
CCCN(C)C[C@H]1OCCCC[C@@H](C)Oc2ccc(NS(=O)(=O)c3cn(C)cn3)cc2C(=O)N([C@H](C)CO)C[C@@H]1C	0.3
COc1ccc2c3c([nH]c2c1)[C@@H](CO)N(C(=O)c1ccc(F)cc1)CC31CN(C(=O)NC(C)C)C1	0.4
C[C@H]1CN([C@@H](C)CO)C(=O)Cc2cc(NS(=O)(=O)c3ccccc3)ccc2O[C@H]1CN(C)CC1CC1	0.6
O=C(C1CCC1)N1C[C@@H]2[C@H](c3ccccc31)[C@@H](CO)N2S(=O)(=O)c1ccccc1	0.2
COc1ccc(CN(C)C[C@@H]2Oc3ccc(NC(=O)Nc4ccc(OC)cc4)cc3C(=O)N([C@H](C)CO)C[C@H]2C)cc1	-0.6
C[C@H]1CN([C@@H](C)CO)C(=O)Cc2cc(NS(=O)(=O)c3cccs3)ccc2O[C@H]1CN(C)Cc1ccccc1	0.6
C[C@@H]1CN([C@H](C)CO)C(=O)c2c(c3ccccc3n2C)-c2ccccc2CO[C@@H]1CN(C)C(=O)c1cc(Cl)cc(Cl)c1	-0.1
C[C@H]1CN([C@@H](C)CO)C(=O)c2cc(NC(=O)CCC(F)(F)F)ccc2O[C@H]1CN(C)Cc1ccccc1	0.4
OC[C@H]1[C@@H](c2ccc(-c3ccc(F)cc3)cc2)[C@@H]2CN(Cc3cccnc3)CCCCN12	0.2
Cc1noc(C)c1S(=O)(=O)N(C)C[C@H]1OCCCC[C@H](C)Oc2ccc(N(C)C)cc2C(=O)N([C@H](C)CO)C[C@@H]1C	-16

12 entries from above, with bars between the fields:
Compound | TcdB GH inh
O=C(c1ccncc1)N1CC(=O)N2[C@H](C1)[C@@H](c1ccc(-c3ccccc3)cc1)[C@@H]2CO | -0.9
Cc1ccc(S(=O)(=O)Nc2ccc3c(c2)C(=O)N([C@H](C)CO)C[C@@H](C)[C@H](CN(C)Cc2ccc4c(c2)OCO4)O3)cc1 | 0.5
CCCN(C)C[C@H]1OCCCC[C@@H](C)Oc2ccc(NS(=O)(=O)c3cn(C)cn3)cc2C(=O)N([C@H](C)CO)C[C@@H]1C | 0.3
COc1ccc2c3c([nH]c2c1)[C@@H](CO)N(C(=O)c1ccc(F)cc1)CC31CN(C(=O)NC(C)C)C1 | 0.4
C[C@H]1CN([C@@H](C)CO)C(=O)Cc2cc(NS(=O)(=O)c3ccccc3)ccc2O[C@H]1CN(C)CC1CC1 | 0.6
O=C(C1CCC1)N1C[C@@H]2[C@H](c3ccccc31)[C@@H](CO)N2S(=O)(=O)c1ccccc1 | 0.2
COc1ccc(CN(C)C[C@@H]2Oc3ccc(NC(=O)Nc4ccc(OC)cc4)cc3C(=O)N([C@H](C)CO)C[C@H]2C)cc1 | -0.6
C[C@H]1CN([C@@H](C)CO)C(=O)Cc2cc(NS(=O)(=O)c3cccs3)ccc2O[C@H]1CN(C)Cc1ccccc1 | 0.6
C[C@@H]1CN([C@H](C)CO)C(=O)c2c(c3ccccc3n2C)-c2ccccc2CO[C@@H]1CN(C)C(=O)c1cc(Cl)cc(Cl)c1 | -0.1
C[C@H]1CN([C@@H](C)CO)C(=O)c2cc(NC(=O)CCC(F)(F)F)ccc2O[C@H]1CN(C)Cc1ccccc1 | 0.4
OC[C@H]1[C@@H](c2ccc(-c3ccc(F)cc3)cc2)[C@@H]2CN(Cc3cccnc3)CCCCN12 | 0.2
Cc1noc(C)c1S(=O)(=O)N(C)C[C@H]1OCCCC[C@H](C)Oc2ccc(N(C)C)cc2C(=O)N([C@H](C)CO)C[C@@H]1C | -16

(list continues)
SMILES	TcdB GH inh
C[C@H](CO)N1C[C@H](C)[C@H](CN(C)Cc2ccc(C(=O)O)cc2)Oc2c(NC(=O)C3CC3)cccc2C1=O	0.2
C[C@@H]1CN([C@@H](C)CO)C(=O)c2cc(-c3cccnc3)cnc2O[C@H]1CN(C)C(=O)c1ccccc1F	-0.6
C[C@@H]1CN([C@H](C)CO)S(=O)(=O)c2ccc(-c3ccccc3)cc2O[C@@H]1CN(C)C	-0.5
C[C@@H]1CN([C@@H](C)CO)C(=O)c2cccc(NC(=O)Nc3ccc(F)cc3)c2O[C@H]1CN(C)Cc1ccc(C(=O)Nc2ccccc2N)cc1	-1.1
Cc1ccc(S(=O)(=O)N(C)C[C@H]2OCCCC[C@@H](C)Oc3ccc(NC(=O)Cc4ccccc4)cc3C(=O)N([C@@H](C)CO)C[C@H]2C)cc1	-0.8
CC(C)NC(=O)Nc1ccc2c(c1)CC(=O)N([C@H](C)CO)C[C@H](C)[C@@H](CN(C)Cc1ccc(-c3ccccc3)cc1)O2	-0.7
CO[C@@H]1CN(C)C(=O)c2cc(NS(C)(=O)=O)ccc2OC[C@H](C)N(C(=O)CN(C)C)C[C@@H]1C	-3.6
